# MT1-MMP act inh: inhibitors of human MT1-MMP activation | P50281 | HT1080 RFP-PRO-GFP cells, GFP/RFP ratio fluorescence, overnight; percent of plate control window, DMSO zero | GFP/RFP ratio change, % at 20 µM | 360,000 compounds, 0.061% hits | AID 651647;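 active = GFP/RFP ratio change of at least 30% with cell ATP level not reduced by more than half and red fluorescence within 50% of control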; also: strong numbers were not always called active
#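 Material – HT1080 RFP-PRO-GFP cells · Control set – DMSO wells and RFP-L50D-GFP cells · Incubation – overnight cell settling, then overnight compound exposure, 37 °C, 5% CO2 · Compound dosing – single-point 20 µM compound, 1% DMSO · Read-out – GFP/RFP fluorescence ratio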
# SKN-1 inh: inhibitors of C. elegans SKN-1; AID 624304; 360,000 compounds, 0.49% hits; inhibition, % at 21.8 µM; C. elegans VP596 Pgst-4::GFP/RFP ratio, acrylamide-induced, 24 h;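 active = interference check ratio from 0.5 to 1.5 plus GFP to RFP signal ratio inhibition reaching or exceeding a fixed threshold, cut at about 30% in these data, passing the limit was not always enough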; also: some compounds called inactive have numbers as strong as hits
# NadD block: blocks S. aureus nicotinate mononucleotide adenylyltransferase | purified NadD enzyme, colorimetric absorbance read-out | inhibition, % at 20 µM | 360,000 compounds, 0.78% hits | AID 602399; in the data active = inhibition above about 26%; also: some compounds past the cut are filed as inactive
# Rpn11 inh: inhibitors of human proteasome Rpn11. O00487. human 26S proteasome, Ub4-pepOG fluorescence polarization; 20S core pre-blocked with epoxomicin. calls only at 20 µM. 360,000 compounds, 0.59% hits;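 active = inhibition at 20 µM, scaled to each plate's controls, above about 33%, limit read from the data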
# Rin1-Abl PPI inh: blocks binding of human Rin1 to Abl; P00519+Q13671; TR-FRET Rin1/Abl binding, biochemical; inhibition, % at 7.35 µM; 360,000 compounds, 0.4% hits; AID 588664; in the data active = inhibition above about 5%, passing the limit was not always enough
# FAS-TE inh: blocks the thioesterase domain of human fatty acid synthase; P49327; recombinant FAS-TE, OMFH fluorogenic substrate, fluorescence endpoint; inhibition, % at 15 µM; 360,000 compounds, 0.67% hits; AID 602261;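 active = compounds whose normalised, plate-corrected inhibition of enzyme fluorescence in the single-dose primary screen is 50% or more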;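 also: 0% = DMSO with enzyme and 100% = substrate without enzyme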
# Neddyl block: inhibitors of human cullin neddylation. 360,000 compounds, 0.58% hits. P61081+Q13564. calls only at 25 µM. TR-FRET cullin neddylation, biochemical; in the data active = inhibition above about 36%
# CSN deneddyl inh: CSN deneddylation inhibition; 360,000 compounds, 0.38% hits; inhibition, % at 12.5 µM; Purified CSN, SCF-Nedd8-OG deneddylation, fluorescence polarization; Q92905;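 active = pattern-corrected inhibition above about 35%, with an unprinted fluorescence ratio check between 0.5 and 1.5, limit read from the data, passing the limit was not always enough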;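 also: 0% = enzyme with substrate and 100% = substrate without enzyme; some results filed as inactive read as strong as hits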
# Target sequence (Q92905 whole entry, looked up, one chain of several): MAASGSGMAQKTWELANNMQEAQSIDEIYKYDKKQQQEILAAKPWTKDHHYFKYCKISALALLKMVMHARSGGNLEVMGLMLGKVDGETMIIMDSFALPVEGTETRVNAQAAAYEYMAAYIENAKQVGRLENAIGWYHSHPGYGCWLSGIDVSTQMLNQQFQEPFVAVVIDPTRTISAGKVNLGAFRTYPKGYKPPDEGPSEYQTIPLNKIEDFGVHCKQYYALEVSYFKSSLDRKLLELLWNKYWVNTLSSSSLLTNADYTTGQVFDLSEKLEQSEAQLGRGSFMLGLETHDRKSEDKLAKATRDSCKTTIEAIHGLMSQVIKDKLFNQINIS
#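 Assay system: HEK293T-derived human Csn5 enzyme; quantity: 0.24 nM enzyme; medium: Tris/NaCl/DTT buffer, pH 7.5; also added: substrate SCFSkp2-Nedd8OG, 10 nM; doses: 12.5 µM compound; schedule: 90 min reaction at room temperature; signal: FP; read-out: % inhibition of substrate cleavage by Csn5; benchmarks: substrate-only high control, full reaction low control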
# PABP1 MLLE inh: inhibitors of microRNA-mediated deadenylation, human PABP1 MLLE binding | P11940 | GST-MLLE / FITC-PAM2 fluorescence polarization | inhibition, % at 20 µM | 360,000 compounds, 0.36% hits | AID 588489; in the data active = inhibition above about 35%, passing the limit was not always enough;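 also: plate controls were DMSO wells with GST-MLLE for no effect and wells lacking GST-MLLE protein for full effect; some results filed as inactive read as strong as hits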
# Target sequence (P11940 whole entry, looked up): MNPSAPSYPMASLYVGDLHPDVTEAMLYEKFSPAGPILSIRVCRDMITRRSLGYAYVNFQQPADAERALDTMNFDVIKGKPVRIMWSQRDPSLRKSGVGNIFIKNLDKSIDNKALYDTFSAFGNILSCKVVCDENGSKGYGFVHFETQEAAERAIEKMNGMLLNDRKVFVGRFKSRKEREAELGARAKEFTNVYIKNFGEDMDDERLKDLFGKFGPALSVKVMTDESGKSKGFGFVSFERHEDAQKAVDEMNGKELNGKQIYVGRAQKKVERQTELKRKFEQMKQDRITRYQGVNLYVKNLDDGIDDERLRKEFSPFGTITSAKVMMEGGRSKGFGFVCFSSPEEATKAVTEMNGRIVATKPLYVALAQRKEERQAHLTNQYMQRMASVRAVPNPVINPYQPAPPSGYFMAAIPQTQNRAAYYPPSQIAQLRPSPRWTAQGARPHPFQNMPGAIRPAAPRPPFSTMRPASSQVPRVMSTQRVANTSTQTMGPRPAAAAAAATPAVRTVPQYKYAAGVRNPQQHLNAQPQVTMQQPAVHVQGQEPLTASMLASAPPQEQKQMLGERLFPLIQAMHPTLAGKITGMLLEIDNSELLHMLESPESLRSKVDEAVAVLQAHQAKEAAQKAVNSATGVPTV
# Numbers without * were called inactive; i = inactive; . = not tested or not shown.
# Values run as follows: FAS-TE inh, NadD block, Neddyl block, Rin1-Abl PPI inh, PABP1 MLLE inh, CSN deneddyl inh, MT1-MMP act inh, Rpn11 inh, SKN-1 inh
Cc1cc(C(=O)OCC(=O)Nc2cccc(S(N)(=O)=O)c2)c(C)o1
  -4, -1, i, 2, 4, 2, 0, i, 8
COc1ccc(NC(=O)[C@H](C)NC(=O)C2CCN(S(=O)(=O)c3ccc(C)cc3)CC2)cc1
  -7, 0, i, 0, -4, 0, 5, i, 2
COc1ccc(CCNC(=O)[C@@H](NC(N)=O)C(C)C)cc1
  -3, 5, i, 1, -27, 8, 0, i, 6
COc1ccc(NC(=O)CSc2ccc(-c3cccnc3)nn2)cc1
  -1, -1, i, 0, -2, -4, 0, i, 2
c1ccc(CNCCC(Cc2ccccc2)c2ccco2)cc1 (centres undefined)
  0, -3, i, 0, 7, -1, -2, i, -8
O=c1cnc2ccccc2n1Cc1ccccc1C(F)(F)F
  0, 3, i, 0, -9, 1, 0, i, 24
Cc1ccccc1NC(=O)NC1(C(=O)NCC2CCCO2)CCCCC1 (centres undefined)
  -5, 0, i, 1, 12, 1, -1, i, 11
O=C(c1ccncc1)c1ccc(NC(=O)c2cccs2)cc1
  -6, -3, i, 0, 1, -4, -1, i, -12
CCCOc1ccc(N2CC(C(=O)Nc3ccccc3OC)CC2=O)cc1 (centres undefined)
  0, -2, i, 0, -3, -3, 1, i, -7
CCOC(=O)Nc1ccc(Oc2ccccc2)cc1
  -8, 0, i, -1, -3, -6, 5, i, 22
COc1cccc(CNCCOCCO)c1OC
  -10, -4, i, 0, 0, 9, 1, i, 10
COc1cccc(NC(=O)/C=C/c2ccco2)c1
  -1, -2, i, -4, -9, 3, -2, i, 7
CC(C)(C)C1=NN=C2c3ccccc3C(=O)C21 (centres undefined)
  -3, -5, i, 4, -1, -3, -4, i, -2
Cc1nc(Nc2nc3c(c(=O)[nH]2)CCC3)nc2ccccc12
  6, 3, i, -4, 0, 1, -17, i, -1
CC(C)=N/N=C1/NC(=O)C(c2ccc(Cl)cc2)S1 (centres undefined)
  -6, -2, i, 0, -1, -3, 7, i, 4
COc1cc(COCC(O)CN2C(C)CCCC2C)cc(OC)c1OC (centres undefined)
  -7, 2, i, 0, 13, -2, -3, i, -1
CC1=C(C)CC(C(=O)Nc2ccc3c(c2)OCO3)C(C(=O)O)C1 (centres undefined)
  -4, 5, i, 1, 3, -5, ., i, 3
CCN1CCN(C(=O)/C=C/c2ccc(OC)cc2)CC1
  -7, -3, i, -4, 7, -2, -4, i, 28
CCN(CC(=O)Nc1ccccc1C(F)(F)F)C(=O)CCc1nc2sc3c(c2c(=O)[nH]1)CCCC3
  -1, -4, i, 2, -26, 13, 1, i, 27
COc1ccccc1CNS(=O)(=O)c1cccc(S(=O)(=O)N2CCOCC2)c1
  3, -4, i, -2, 8, -3, 0, i, 8
O=C(NCc1cccc(C(F)(F)F)c1)c1cccc(Cl)c1Cl
  41, -10, i, 1, -12, -1, -2, i, 5
Cc1ccc(NC(=O)c2ccc(OCc3c(C)noc3C)cc2)nc1
  -3, -6, i, 2, 8, 4, -6, i, 4
CC1Cc2ccccc2N1CC(=O)Nc1ccc2c(c1)OCCCO2 (centres undefined)
  7, -5, i, 4, 2, -2, -2, i, 5
C1=C(c2ccccc2)CCN(c2ncnc3nc[nH]c23)C1
  -10, 0, i, -2, -2, 1, 4, i, -9
CC(C)(C)n1ncc2c(=O)n(CC(=O)c3ccc(Cl)cc3)cnc21
  4, -8, i, 3, 2, -1, 7, i, 2
Oc1cccc(C=NN=C2c3ccccc3-c3ccccc32)c1
  23, -3, i, 1, 14, 0, -1, i, 1
O=C(NCCN1CCOCC1)c1ccc(=O)n(Cc2ccc(Cl)cc2)c1
  -2, 4, i, 1, 1, -7, -5, i, 11
CCCCCc1nc2sc3c(c2c(=O)n1N)CCC3
  -1, -3, i, -2, -1, 1, -2, i, -1
COc1cccc(OCCNc2cc(Cl)ccc2[N+](=O)[O-])c1
  34, -2, i, -6, 1, -2, -5, i, 11
CC1CN(Cc2cc(=O)[nH]c(C3CC3)n2)CC(C)O1 (centres undefined)
  -8, 4, i, -3, 15, -2, 0, i, 26

# Part of the list above, with each value named:
smiles: CCN1CCN(C(=O)/C=C/c2ccc(OC)cc2)CC1
  FAS-TE inh: -7; NadD block: -3; Neddyl block: i; Rin1-Abl PPI inh: -4; PABP1 MLLE inh: 7; CSN deneddyl inh: -2; MT1-MMP act inh: -4; Rpn11 inh: i; SKN-1 inh: 28

smiles: CCN(CC(=O)Nc1ccccc1C(F)(F)F)C(=O)CCc1nc2sc3c(c2c(=O)[nH]1)CCCC3
  FAS-TE inh: -1; NadD block: -4; Neddyl block: i; Rin1-Abl PPI inh: 2; PABP1 MLLE inh: -26; CSN deneddyl inh: 13; MT1-MMP act inh: 1; Rpn11 inh: i; SKN-1 inh: 27

# Carrying on:
# Values run as follows: FAS-TE inh, NadD block, Neddyl block, Rin1-Abl PPI inh, PABP1 MLLE inh, CSN deneddyl inh, MT1-MMP act inh, Rpn11 inh, SKN-1 inh
CCc1cccc(C)c1NC(=O)COC(=O)CC1CCCC1
  -2, 2, i, 0, 0, -6, 5, i, 20
NC(=S)Nc1cccc(-c2n[nH]c(=S)o2)c1
  -4, -2, i, -2, -28, -1, -1, i, -9
CC1(C(=O)O)CCC(C(=O)Nc2ccc(F)cc2)C1(C)C (centres undefined)
  -9, -3, i, 0, -2, -3, -9, i, 16
CC(=O)C(/C=N/c1ncc(C(F)(F)F)cc1Cl)=C(\C)O
  -9, 0, i, 2, 7, -1, 5, i, -9
O=C(/C=C/c1cc2c(cc1Br)OCO2)NCc1ccc(F)cc1
  -3, -1, i, -2, -15, -3, 3, i, 18
CC(C)(C)C(=O)Nc1ccc(C(=O)COC(=O)c2ccccn2)cc1
  -5, -2, i, 2, -30, -5, 0, i, 8
Cc1ccc(NC(=O)CN2CCC(NC(=O)c3cccc(F)c3)CC2)cc1C
  -2, 4, i, 0, 2, 2, 4, i, 4
CCn1ncc(/C=N\NC(=O)c2cc(-c3ccc(C)cc3C)nc3ccccc23)c1C
  0, 0, i, -1, -1, 8, -1, i, -28
CC(C)=C1Cc2ccccc2C1=O
  -2, 2, i, 2, 2, -6, 1, i, 7
Cc1nc2c(C)cccn2c1/C(O)=C1\C(=O)C(=O)N(CCN(C)C)C1c1ccco1 (centres undefined)
  -4, 2, i, -2, -4, -1, 2, i, 8
O=C(Nc1ccc2c(c1)OCO2)C1Cc2c(-c3ccccc3Oc3ccccc3)ccnc2O1 (centres undefined)
  27, 0, i, -3, 4, 0, -11, i, 9
CCCCN1CNC(=S)N(c2ccccc2OCC)C1
  -10, -3, i, 0, -57, 1, -1, i, -1
O=C(COC(=O)[C@H](Cc1c[nH]c2ccccc12)NC(=O)c1ccc(Cl)cc1)Nc1ccc2c(c1)OCO2
  26, 3, i, -8, -7, 8, 8, i, 5
CC1=C(C(=O)Nc2ccc(F)cc2)C(c2cccc(C)c2)n2nc(CCCO)nc2N1 (centres undefined)
  -2, 1, i, -2, 6, -2, 1, i, 8
Cc1c(-c2ccccc2)nc(-c2ccccc2)[nH]c1=O
  -8, 0, i, 0, -2, -2, 14, i, 5
COc1ccc(C(=O)Nc2ccc(O)cc2C(=O)O)cc1
  -2, 2, i, 11*, -6, -13, 1, i, -3
Cc1ccc(OCCOC(=O)CCc2nc3ccccc3c(=O)[nH]2)cc1
  -7, -8, i, 1, 2, 2, -1, i, -6
Cc1ccccc1NC(=O)CSc1nc2ccccc2c2nc(CCn3cncc3C)nn12
  -6, -6, i, 0, 2, 7, 1, i, 7
O=S(=O)(Cc1ccco1)Cc1nc(-c2ccc(Cl)cc2)cs1
  12, -7, i, -3, 3, 1, -4, i, 4
COc1ccc(NC(=O)c2ocnc2C)cc1OC
  -4, 7, i, 0, -4, 3, 2, i, -10
c1cncc(-c2nnc3n2N=C(c2cccs2)CS3)c1
  2, 5, i, -12, 12, 5, 6, i, -11

# Taken from the results shown for reference:
# Values run as follows: FAS-TE inh, NadD block, Neddyl block, Rin1-Abl PPI inh, PABP1 MLLE inh, CSN deneddyl inh, MT1-MMP act inh, Rpn11 inh, SKN-1 inh
CC(C)=C1Cc2ccccc2C1=O
  -2, 2, i, 2, 2, -6, 1, i, 7
Cc1nc2c(C)cccn2c1/C(O)=C1\C(=O)C(=O)N(CCN(C)C)C1c1ccco1 (centres undefined)
  -4, 2, i, -2, -4, -1, 2, i, 8
O=C(Nc1ccc2c(c1)OCO2)C1Cc2c(-c3ccccc3Oc3ccccc3)ccnc2O1 (centres undefined)
  27, 0, i, -3, 4, 0, -11, i, 9
CCCCN1CNC(=S)N(c2ccccc2OCC)C1
  -10, -3, i, 0, -57, 1, -1, i, -1
O=C(COC(=O)[C@H](Cc1c[nH]c2ccccc12)NC(=O)c1ccc(Cl)cc1)Nc1ccc2c(c1)OCO2
  26, 3, i, -8, -7, 8, 8, i, 5
CC1=C(C(=O)Nc2ccc(F)cc2)C(c2cccc(C)c2)n2nc(CCCO)nc2N1 (centres undefined)
  -2, 1, i, -2, 6, -2, 1, i, 8
Cc1c(-c2ccccc2)nc(-c2ccccc2)[nH]c1=O
  -8, 0, i, 0, -2, -2, 14, i, 5
COc1ccc(C(=O)Nc2ccc(O)cc2C(=O)O)cc1
  -2, 2, i, 11*, -6, -13, 1, i, -3
Cc1ccc(OCCOC(=O)CCc2nc3ccccc3c(=O)[nH]2)cc1
  -7, -8, i, 1, 2, 2, -1, i, -6
Cc1ccccc1NC(=O)CSc1nc2ccccc2c2nc(CCn3cncc3C)nn12
  -6, -6, i, 0, 2, 7, 1, i, 7
O=S(=O)(Cc1ccco1)Cc1nc(-c2ccc(Cl)cc2)cs1
  12, -7, i, -3, 3, 1, -4, i, 4
COc1ccc(NC(=O)c2ocnc2C)cc1OC
  -4, 7, i, 0, -4, 3, 2, i, -10
c1cncc(-c2nnc3n2N=C(c2cccs2)CS3)c1
  2, 5, i, -12, 12, 5, 6, i, -11

# No enrichment for hits; any-hit rate near 3.9%.
